D3 ag: D3 dopamine receptor (human) agonism; P35462; D3R DiscoveRx beta-arrestin cells, luminescence, 90 min; max activation, %; 410,000 tested, 0.58% active; in the data active means max activation above about 30%; further: 0% is about no effect; mostly tested at two doses, the higher about 12 µM
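Agonist-mode cell screen: cells plated at 1500/well and incubated overnight at 37 °C, then exposed to library compounds for 90 min at 37 °C. Detection reagent was added for 30–60 min at room temperature, and luminescence was read.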
IL-2 act: IL-2 activation; IL-2 activation reporter assay, cell-based qHTS; stimulated with anti-CD3/CD4/CD28 beads; in transgenic mouse T cells; 360,000 tested, 0.065% active; activation, % (series mostly up to about 46 µM); in the data active means activation above about 50%; inconclusive means mostly about 30% to 49%; further: 0% is about no effect
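Unstimulated transgenic mouse T cells preincubated 60 min with compound, then stimulated with anti-CD3/anti-CD4-coated beads plus anti-CD28 for 18 h at 37 degrees C. IL-2 response read as EGFP and DsRed fluorescence by plate cytometry.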
WRN helicase inh: blocks human WRN helicase; WRN helicase unwinding, fluorescent forked duplex, kinetic; 360,000 tested, 0.46% active; AID 651768; Potency, µM (series often up to 114 µM), for inactives: at the top dose activity change, negative = inhibition, most hits filed as inhibitors; Q14191; further: potency means the concentration at half of the fitted maximal effect; on the % scale 0 is the no-effect control and ±100 the full control effect; nearly all actives have a fitted effect of over 55% in size
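Primary qHTS, 1536-well format. 20 nM WRN + compound, 15 min RT; start with 100 nM forked fluorophore/quencher duplex, 2 mM ATP (final); kinetic read ex 525/em 598 nm.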
DRD3 antagonist: D3 dopamine receptor (human) antagonism | P35462 | D3R cells, DiscoveRx beta-arrestin luminescence, antagonist mode; active compounds read low | max response, negative = inhibition, % | 360,000 tested, 2.5% active | AID 652054; in the data active means max response below about -50%; inconclusive means no clear call, values can overlap the other calls; further: on the % scale 0 is the no-effect control and ±100 the full control effect; mostly tested at two doses, the higher about 12 µM
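Cells plated overnight at 1500 cells/well, then exposed to library compounds with dopamine controls for 90 minutes at 37 degrees C. DiscoveRx reagent added for 30–60 minutes at room temperature; luminescence read, quantitative HTS format.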
GLP1R inv ag: acts as inverse agonist at human GLP-1 receptor | P43220 | HEK293 GLP-1R CRE-luciferase, luminescence, 24 h; GLP-1R form is constitutively active | Potency, µM (highest dose often 38.3 µM), inactives show at the top dose activity change, negative = inhibition, actives largely listed as inhibitors | 410,000 tested, 1.6% active; further: potency means the concentration at half of the fitted maximal effect; on the % scale 0 is the no-effect control and ±100 the full control effect; nearly all actives have a fitted effect of over 55% in size
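Cells are plated, allowed 12 hours at 37 deg C, then treated with compounds for 24 hr before luciferase detection reagent is added and luminescence is read after 12 min at room temperature. The HEK293 line carries constitutively active GLP-1R with a cAMP-responsive reporter.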
PLK1 PBD inh: blocks phosphopeptide binding to human PLK1 polo-box domain; P53350; Plk1 PBD binding of FITC phosphopeptide, fluorescence polarization; Potency, µM, without a hit: max response, negative = inhibition, most hits filed as inhibitors; 360,000 tested, 2.8% active; AID 720504; further: potency means the concentration at half of the fitted maximal effect; series mostly up to about 57 µM; on the % scale 0 is the no-effect control and ±100 the full control effect; nearly all actives have a fitted effect of over 65% in size
Target sequence (P53350 whole entry, looked up, the tested form may be a part): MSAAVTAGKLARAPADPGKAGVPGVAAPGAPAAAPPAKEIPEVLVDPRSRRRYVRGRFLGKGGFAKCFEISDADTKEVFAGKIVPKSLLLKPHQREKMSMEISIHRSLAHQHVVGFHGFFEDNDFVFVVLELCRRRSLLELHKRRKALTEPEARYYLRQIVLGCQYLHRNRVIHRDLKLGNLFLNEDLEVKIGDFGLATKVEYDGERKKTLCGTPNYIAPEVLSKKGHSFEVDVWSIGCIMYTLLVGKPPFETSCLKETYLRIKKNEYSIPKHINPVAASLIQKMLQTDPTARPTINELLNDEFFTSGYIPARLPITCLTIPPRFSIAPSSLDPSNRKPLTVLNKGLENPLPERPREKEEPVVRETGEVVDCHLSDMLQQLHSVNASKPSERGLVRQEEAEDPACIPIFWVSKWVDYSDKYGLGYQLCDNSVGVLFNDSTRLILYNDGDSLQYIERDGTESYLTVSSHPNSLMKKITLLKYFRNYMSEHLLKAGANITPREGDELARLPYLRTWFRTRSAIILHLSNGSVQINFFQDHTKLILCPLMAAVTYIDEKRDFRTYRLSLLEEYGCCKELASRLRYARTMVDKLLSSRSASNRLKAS
GLP1R cytotox: cytotoxic in the GLP-1 receptor inverse agonist counter-screen. 410,000 tested, 0.13% active. Potency, µM (series often up to 38.3 µM), without a hit: at the highest dose activity change, negative = inhibition, actives largely listed as inhibitors. HEK293 cAMP-luciferase reporter cells, luminescence, 24 h;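 further: loss of luciferase light is scored as toxicity; potency means the concentration at half of the fitted maximal effect; on the % scale 0 is the no-effect control and ±100 the full control effect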
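1536-well qHTS counterscreen of the MLSMR; 200 cells/uL, 12 h pre-incubation, 23 nL cpd, 24 h at 37 deg C 5% CO2, luciferase detection reagent, 12 min RT, luminescence. Inhibition = undesired.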
GLP1R ag: GLP-1 receptor (human) agonism; Potency, µM (highest dose often 45.6 µM), without a hit: top-dose activation, most hits filed as activators; HEK293 GLP-1R CRE-luciferase, luminescence, 4-6 h; cells express a hypersensitive GLP-1R form; 380,000 tested, 0.007% active; P43220; further: potency means the concentration at half of the fitted maximal effect; % of control where 0% means no effect
PI5P4Ka inh: PI5P4K alpha (human) kinase inhibition. P48426. PI5P4Kalpha enzyme, ADP-Glo luminescence, 60 min; active compounds read low. max response, %. 330,000 tested, 1.2% active; active means max response of -50% or lower; inconclusive means between -30% and -50%; inactive means -30% or higher; further: value at the top dose of about 77 µM; on the % scale 0 is the no-effect control and ±100 the full control effect
Target sequence (P48426 whole entry, looked up): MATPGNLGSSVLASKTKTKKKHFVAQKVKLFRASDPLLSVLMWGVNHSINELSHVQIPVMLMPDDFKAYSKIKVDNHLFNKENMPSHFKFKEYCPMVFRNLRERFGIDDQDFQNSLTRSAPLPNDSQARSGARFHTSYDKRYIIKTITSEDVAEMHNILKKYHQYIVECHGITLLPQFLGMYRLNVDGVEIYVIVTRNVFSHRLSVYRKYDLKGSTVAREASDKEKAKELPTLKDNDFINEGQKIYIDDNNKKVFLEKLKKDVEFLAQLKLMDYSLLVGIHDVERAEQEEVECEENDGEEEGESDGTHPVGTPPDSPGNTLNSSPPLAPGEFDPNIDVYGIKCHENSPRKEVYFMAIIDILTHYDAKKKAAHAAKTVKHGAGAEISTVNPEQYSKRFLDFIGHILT
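Controls without substrate or without enzyme flank wells where PI5P4Kalpha converts substrate using 5 microM ATP (final). Incubation lasts 60 minutes at room temperature; ADP formed is read by ADP-Glo luminescence.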
* marks the source's active call; other numbers are inactive results; ? = inconclusive; . = no result given; & = joins results of further samples; [ ] = another dose, or the depositor's remark. Unless noted, the call rests on the fitted dose curve; in most records, active means well fitted curve in the direction sought with a large enough effect; inconclusive means small, poorly fitted or top-dose-only effect, or another doubt; inactive means no such curve, though single readings can be large; an effect the other way counts as inactive or inconclusive.

SMILES	D3 ag	IL-2 act	WRN helicase inh	DRD3 antagonist	GLP1R inv ag	PLK1 PBD inh	GLP1R cytotox	GLP1R ag	PI5P4Ka inh
COc1cccc2[nH]c3c(=O)n(CCCN4CCOCC4)cnc3c12	0	0.7	-1%	-17	2%	-7%	4%	3%	1
CC1CN(CCc2ccccc2)C(C)C/C1=N/O (stereo not drawn)	-11	-0.2	-3%	-13	-30%	-2%	-4%	-1%	-7
COc1ccc(CCNC(=O)c2ccc3c(c2)N(Cc2ccccc2)C(=O)c2ccccc2S3=O)cc1OC (stereo not drawn)	-12	.	.	.	-15%	.	-1%	0%	.
O=C(Nc1cnn(Cc2ccc(Cl)cc2)c1)c1cccs1	-9	-4.4	2%	1	?	6.7µM*	1%	11%	?
O=C(COC(=O)C1CCCN1C(=O)c1cccs1)c1ccccc1 (stereo not drawn)	-7	1.1	-10%	-9	-12%	-10%	-9%	-4%	8
Clc1ccc2nc(-c3cccc(SC4CCCCC4)c3)c(NCc3ccccc3)n2c1	12	-0.5	-11%	11	?	-7%	15%	-3%	7
COc1ccc(F)cc1C(=O)C1CCCN(Cc2ccc3c(c2)OCCO3)C1 (stereo not drawn)	-3	-3.9	-11%	-105*	?	-6%	-10%	4%	-7
Cc1cccc(C2=NN(c3ccc(Br)cc3)[C@@H](C(=O)N3CCOC3=O)[C@@H]2C)c1	0	-0.4	-3%	-20	?	-16%	5%	0%	6
O=C(Cn1c(=O)n(CCCCC(=O)NC2CCCC2)c(=O)c2ccccc21)NCCC1=CCCCC1	-3	-1.8	7%	11	14%	-3%	-6%	6%	0
Cc1ccccc1NC(=O)CC(=O)Nc1ccccc1C	1	1.0	11%	-16	-5%	-10%	8%	13%	4
CSc1nc2ccc(NC(=O)C3=NN(c4ccccc4)C(=O)CC3)cc2s1	-9	-1.4	-5%	-15	-15%	-11%	11%	6%	-12
Cc1cccc(C)c1NC(=O)/C(C#N)=C/c1cccs1	-2	-0.5	-11%	3	-24%	-2%	11%	2%	2
CCN(CCCn1c(SCC#N)nc2ccccc2c1=O)c1ccccc1	3	-3.1	1%	-15	?	0%	-6%	7%	4
COc1ccc(NC(=O)CN(C)C(=O)CN2C(=O)NC3(CCCC3)C2=O)cc1	-2	0.1	5%	26	-8%	-4%	-22%	0%	-2
CC(=O)Nc1c(C(=O)Nc2ccccc2F)oc2ccccc12	-15	.	.	.	9%	.	-3%	0%	.
COCCNC(=O)Cn1cc2c(n1)CCC(C)C2 (stereo not drawn)	6	2.2	3%	-7	7%	-26%	7%	-3%	5
COc1ccc(-c2nc(-c3cccc([N+](=O)[O-])c3O)cc(=O)o2)cc1OC	-5	1.0	-24%	-6	17%	2%	8%	0%	3
O=C(Nc1nnc(SCC(=O)N2CCCc3ccccc32)s1)c1cccc2ccccc12	0	1.4	-17%	-3	14%	-3%	3%	-6%	-4
O=C(Cn1c(COc2ccc(Cl)cc2)nc2ccccc21)NCC(F)(F)F	-7	-5.2	0%	-2	-3%	4%	-16%	-1%	-3
COc1ccc(C2CC(c3cc(Br)ccc3F)n3nnnc3N2)cc1 (stereo not drawn)	-7	0.1	-7%	4	?	1%	-9%	-7%	0
COc1ccc(-c2cc3c(=O)n(CC(=O)NCc4ccc(C)cc4)ncn3n2)cc1	1	0.3	3%	-2	3%	0%	-6%	-1%	4
CCn1c(O)c(/C=C2\C=Nc3ccccc32)sc1=O	1	0.5	-4%	-7	2%	0%	-32%	11%	-14
CCN(CC)CCNC(=O)c1ccc2c(=O)n(C3CCCC3)c(=S)[nH]c2c1	-24	-4.3	-3%	-19	-37%	-9%	-6%	-10%	.
FC(F)Sc1ccc(NC(=S)N2CCN(c3ccccn3)CC2)cc1	5	0.3	-1%	2	?	-6%	15%	-1%	3
CN1CCC(N(C)S(=O)(=O)c2ccc(C(C)(C)C)cc2)CC1	-18	0.0	-10%	?	?	-3%	2%	-3%	-4
COc1cc(NC(=O)c2ccnc(N)c2)cc(C(=O)Nc2cccc(C(F)(F)F)c2)c1	-21	-2.5	5%[11.6 µM]	15	-27%	4%	5%	-4%	1
COc1ccc(OC)c(CNC(=O)CCC(=O)N2Cc3ccccc3Oc3ncccc32)c1	1&-11	-0.8	9%	-7	3%&10%	?	-9%&2%	5%	-6
COC(=O)C(CCC(C(=O)OC)N1C(=O)c2ccccc2C1=O)N1C(=O)c2ccccc2C1=O (stereo not drawn)	6	-1.4	0%	1	-1%	-1%	0%	0%	1
CCCOC(=O)CSC1=C(C#N)C(c2ccccc2OCC)C(C#N)C(=O)N1 (stereo not drawn)	-7	-1.6	-14%	-13	-11%	-9%	21%	0%	-2
Cn1nnnc1SCCNCc1ccccc1OCc1ccccc1	-5	-2.9	-32%[57.1 µM]	-1	-31%	-5%	-23%	12%	-2
COc1ccc(OC)c(NC(=O)CSc2nnnn2C)c1	-11	-0.1	1%	9	16%	3%	0%	-3%	2
CC(=O)Oc1ccc(NC(=O)Cc2ccccc2)c(C(=O)O)c1	-6	-3.5	12%	?	27%	3%	5%	1%	-14
CC1CCCCC1NC(=O)C1Cc2ccccc2CN1S(C)(=O)=O (stereo not drawn)	0	0.3	-3%	-12	6%	-12%	70%[activator]	1%	0
COCc1c(C(=O)N/N=C(/C)c2ccccc2)nnn1-c1nonc1N	1	1.1	-3%	16	10%	-8%	5%	-2%	-4
CC(NC(=O)c1ccc(F)cc1)c1nc2ccccc2n1Cc1ccccc1F (stereo not drawn)	-54	1.2	0%	-13	-14%	-9%	5%	-4%	.
CC(=O)Nc1nc2ccccc2n1Cc1ccccc1Cl	-7	-1.8	-3%	19	?	1%	-66%	0%	1
COc1cccc(CNS(=O)(=O)c2c(C)[nH]c(C)c2C(=O)N2CCCC2)c1	4	0.5	5%	-2	12%	-13%	-5%	2%	-3
O=C(O)COc1ccc2c(c1)OCCO2	4	0.9	3%	19	10%	0%	4%	-14%	4
CCOC(=O)[C@]12CCC=C1N(Cc1ccccc1)C(=O)[C@H](CC(=O)NCCCCc1ccccc1)C2	0	-0.3	1%	-6	?	2%	-11%	-4%	1
COC(=O)CCCCCN1C(=O)/C(=C\c2ccncc2)SC1=S	8	-0.8	-13%	-3	?	-24%	?	-2%	-1
Cn1c(=O)oc2cc(S(=O)(=O)N3CCCC(C(=O)N4CCN(c5cccc(Cl)c5)CC4)C3)ccc21 (stereo not drawn)	11	.	.	.	11%	.	1%	0%	.
CN(Cc1ccccc1)c1ccc(C(=O)O)cc1[N+](=O)[O-]	-12	0.3	1%	0	0%	-8%	-1%	-4%	-23
Cc1cccc(C)c1NC(=O)C1(C)CN(S(C)(=O)=O)CC(=O)N1Cc1ccc2c(c1)OCO2 (stereo not drawn)	-9	1.1	3%	-10	26%	-16%	2%	.	4
CC(O)c1nc2cc([N+](=O)[O-])ccc2n1Cc1ccccc1 (stereo not drawn)	0	0.1	-1%	90	-21%	-1%	0%	-6%	-3
COc1ccc(C(=O)NC2CCN(Cc3c(F)cccc3Cl)CC2)cc1OC	-4	0.9	1%	4	-3%	-15%	-9%	-2%	3
O=C(NC1CCCCCCC1)c1cc([N+](=O)[O-])ccc1Cl	-3	0.1	-2%	-11	-33%	-7%	10%	-3%	-5
CC1CCc2cc(F)ccc2N1C(=O)c1cccnc1 (stereo not drawn)	2	-0.1	-2%	25	-7%	-11%	-12%	-1%	5
COc1cc(/C=N/NC(=O)c2cncc(Br)c2)cc([N+](=O)[O-])c1O	-5	0.4	-10%	-17	?	14%	-28%	-1%	?
CCOC(=O)C1=C(C)N(C)C(=S)NC1c1ccccc1 (stereo not drawn)	5	-4.9	13%	5	-25%	3%	-20%	5%	-6
COc1cc(C2CC(=O)Oc3cc(OC)c(OC)c(OC)c32)cc(OC)c1OC (stereo not drawn)	-19	-0.4	6%	-22	15%	-16%	6%	11%	4
C=CCNC(=O)/C=C/c1c(F)cccc1Cl	-3	1.8	-25%[57.1 µM]	1	25%	-8%	5%	3%	1
O=C(CCNS(=O)(=O)c1ccc(Br)s1)N1CCCCC1	6	-3.6	-11%	0	-14%	-1%	-3%	-1%	5
O=C(O)CCC(CNS(=O)(=O)c1ccccc1)C(F)(F)F (stereo not drawn)	-1	-0.6	-20%	-2	-4%	-1%	0%	-1%	-3
COc1ccc(CNC(=O)CN(Cc2ccco2)C(=O)CNS(=O)(=O)c2ccc(F)cc2)cc1	-1	-2.3	-1%	-8	-12%	-1%	-7%	13%	4
Cc1ccc(S(=O)(=O)c2cn(Cc3ccc(F)cc3)c3cc4c(cc3c2=O)OCO4)cc1	-9	1.7	-4%	-6	17%	-5%	0%	0%	-8
COc1ccc(C(=O)Nc2cc(=O)n(C)c(=O)n2C)cc1	-2	-2.9	4%	-13	21%	2%	1%	0%	5
CC(CCc1ccccc1)NC(=O)COC(=O)c1cccn1C (stereo not drawn)	1	1.4	-3%	-2	-25%	-2%	7%	-1%	2
CC(=O)c1ccc(NC(=O)C(Cc2ccccc2)NS(=O)(=O)c2ccc3c(c2)CCC(=O)N3)cc1 (stereo not drawn)	1	.	.	.	5%	.	-5%	3%	.

Compounds as they come, and some 7.8% of all compounds hit somewhere here.
